# Bioassay records (PubChem)
# TSHR antag – antagonists of human thyroid stimulating hormone receptor; hit rate 0.2% among 330,000; P16473; activity change, negative = inhibition, % at 11.5 µM; TSHR-expressing cells, TSH-stimulated cAMP HTRF, 2 h; hits give low values;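 active = activity change below a set negative limit, meaning inhibition stronger than a set level, cut at about -70% in these data; inconclusive = activity change between two set negative limits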; also: % is scaled to controls: 0 for no effect and ±100 for the full control effect
#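 Freshly harvested TSHR cells receive pin-tooled compound, then EC80 TSH at 4nM final. After 2 hours at 37 deg C, antibody in lysis buffer and cAMP-d2 are added; 30 minutes at ambient temperature precede the HTRF read.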
# TCR activator – activates T cell receptor signaling; primary human leukocytes, anti-CD3, IL-2 HTRF, 48 h; Potency, µM (titrated, usually from 9.22 µM), inactives show at the highest dose activation of IL-2 secretion, actives largely listed as activators; 330,000 tested, under 10 active; AID 504894; also: % of control where 0% means no effect
#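 TCR engagement came from a-CD3 beads alone, with compounds added to primary human leukocytes for 48 hr. Secreted IL-2 bridged europium cryptate- and d2-labelled anti-IL-2 antibodies, giving FRET emission at 665nm after 320nm excitation.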
# AT treatment – potential ataxia-telangiectasia treatment. […] A-T fibroblasts, KAP-1 phosphorylation AlphaLISA; neocarzinostatin DNA damage 30 min before lysis. hit rate 0.19% among 320,000. Potency, µM (doses to about 57.5 µM), for the others: at the highest dose activation, usual class: activators; also: potency is read from the fitted curve at half-maximal effect; % of control where 0% means no effect; nearly all actives have a fitted effect of over 45% in size
#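 ATM-like activity read as KAP-1 phosphorylation via AlphaLISA donor/acceptor antibody pairs after lysis and 6 hr at 25C. Cells were ATM-null patient fibroblasts ([…], hTERT), dosed 60 min, then exposed to the DSB inducer NCS for 30 min.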
# PTAP TSG101 blk – blocks PTAP/TSG101 interaction to inhibit HIV-1 budding; Fluorescence polarization, FITC-PTAP peptide / Tsg101 binding; AID 493005; Potency, µM (series often up to 115 µM), for inactives: top-dose activity change, negative = inhibition, usual class: inhibitors; 340,000 tested, under 10 active; active = well fitted inhibition curve with a large enough effect in the main read-out, with a control signal flat, not every such curve was filed as active; inconclusive = small, poorly fitted or top-dose-only effect, or effect the other way, or a change in a side signal; inactive = no such curve, though single readings can be large or run the other way; also: potency is read from the fitted curve at half-maximal effect; % of control where 0% means no effect
#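 FP read-out: FITC-PTAP peptide, 50 nM final, binding Tsg101 binding domain, 10 uM final; 20 min, r.t.; 10 mM HEPES pH 7.5, 0.15 M NaCl, 0.01% Tween 20, 3 mM EDTA, 0.1 mM TCEP.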
# Integrin act MD – activators of alpha7 integrin expression for muscular dystrophy | Potency, µM (highest dose often 38.3 µM), inactives show at the highest dose activation, most hits filed as activators | alpha7betagal myoblasts, beta-gal FDG fluorescence, 48 h | hit rate 0.064% among 350,000;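 also: potency is read from the fitted curve at half-maximal effect; 100% = response of the positive control SU9516; nearly all actives have a fitted effect of over 60% in size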
#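 alpha7betagal+/- myoblasts (passage 13, 250/well) treated 48 h at 37C with compounds at 1:260 dilution of DMSO stock. Lysed, then beta-galactosidase activity read as FDG fluorescence (ex 480/em 540) after 30 min, with pre-read for autofluorescence.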
# MLL CXXC-DNA inh – blocks binding of human MLL CXXC domain to DNA. Q03164. MLL-CXXC / FITC-HOXA9 DNA fluorescence polarization. Potency, µM (series often up to 115 µM), inactives show top-dose activity change, negative = inhibition, hits mostly inhibitors. hit rate 0.037% among 290,000. AID 2662; active = well fitted inhibition curve with a large enough effect in the polarisation, with a control signal flat, not every such curve was filed as active; inconclusive = small, poorly fitted or top-dose-only effect, or effect the other way, or a change in a side signal; inactive = no such curve, though single readings can be large or run the other way; the % refers to the polarisation; also: potency is read from the fitted curve at half-maximal effect
#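 Purified MLL-CXXC (added from a 7 uM solution) was preincubated 5 min at ambient with pinned compounds in 50 mM Tris-HCl pH 7.5, 50 mM NaCl, 1 mM DTT, 0.05% BSA. Fluorescein-labeled HOX-A9 DNA (50 nM solution) followed, 30 min, then polarization read.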
# Mito fusion act – inhibitors of mitochondrial division or activators of mitochondrial fusion | S. cerevisiae fusion-defective mutant growth rescue, CellTiterGlo 48 h | Potency, µM (highest dose often 46.1 µM), inactives show at the highest dose growth rescue (activation), hits mostly activators | hit rate 0.23% among 320,000;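 also: potency is read from the fitted curve at half-maximal effect; % of control where 0% means no effect; nearly all actives have a fitted effect of over 45% in size; temperature-sensitive fusion mutants such as fzo1-1 at 37 °C on non-fermentable ethanol glycerol medium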
#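 Compounds are tested for their ability to restore growth of mitochondrial fusion-defective yeast strains at non-permissive 37C in YPEG medium over 48 hours. Viability is quantified by luciferase luminescence.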
# ASM inhibitor – blocks human secretory acid sphingomyelinase | Potency, µM (series often up to 57.5 µM), without a hit: at the highest dose activity change, negative = inhibition, most hits filed as inhibitors | P17405 | placental ASM, HMU-PC fluorogenic substrate, 60 min | hit rate 0.006% among 340,000; also: potency is read from the fitted curve at half-maximal effect
# Target sequence (P17405 47-631 limits assumed): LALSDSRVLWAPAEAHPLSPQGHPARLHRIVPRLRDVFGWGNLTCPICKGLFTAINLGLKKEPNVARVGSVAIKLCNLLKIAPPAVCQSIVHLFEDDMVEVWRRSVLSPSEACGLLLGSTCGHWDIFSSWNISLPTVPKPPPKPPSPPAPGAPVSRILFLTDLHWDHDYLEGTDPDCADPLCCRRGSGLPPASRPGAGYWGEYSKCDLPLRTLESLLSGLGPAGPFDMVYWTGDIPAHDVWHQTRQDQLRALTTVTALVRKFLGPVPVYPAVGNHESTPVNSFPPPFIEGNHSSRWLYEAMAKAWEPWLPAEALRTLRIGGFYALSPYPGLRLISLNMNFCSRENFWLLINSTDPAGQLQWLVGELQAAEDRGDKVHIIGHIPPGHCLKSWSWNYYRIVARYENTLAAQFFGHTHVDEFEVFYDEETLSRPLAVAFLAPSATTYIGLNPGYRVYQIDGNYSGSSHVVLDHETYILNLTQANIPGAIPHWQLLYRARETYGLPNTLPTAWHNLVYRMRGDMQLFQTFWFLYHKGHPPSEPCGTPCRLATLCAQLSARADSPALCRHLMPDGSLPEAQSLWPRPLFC
#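 Fluorogenic HMU-PC substrate (9 uM final) is turned over by placental ASM in 60 min at 37 C after a 10 min compound preincubation. Reaction ended by alkaline stop (pH 10), with fluorescence read at 386/447 nm.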
# Menin MLL FP TR – menin-MLL binding inhibition, Texas Red mutant peptide; Menin + Texas Red MLL mutant peptide, fluorescence polarization; Potency, µM (highest dose often 61.6 µM), without a hit: at the top dose FP activity change, negative = inhibition, most hits filed as inhibitors; hit rate 0.23% among 270,000; active = well fitted inhibition curve with a large enough effect in the polarisation, with a control signal flat, not every such curve was filed as active; inconclusive = small, poorly fitted or top-dose-only effect, or effect the other way, or a change in a side signal; inactive = no such curve, though single readings can be large or run the other way; the % refers to the polarisation; also: potency is read from the fitted curve at half-maximal effect; % of control where 0% means no effect; many of its hits are not listed in these tables
# MBNL1 CUG block – blocks human MBNL1 binding to CUG repeat RNA; Potency, µM (doses to about 57.5 µM), inactives show top-dose activity change, negative = inhibition, usual class: inhibitors; hit rate 0.036% among 280,000; TR-FRET MBNL1-His/biotin-(CUG)12 binding, 665/545 ratio; Q9NR56; AID 2675; active = well fitted inhibition curve with a large enough effect in the signal ratio, with a control signal flat, not every such curve was filed as active; inconclusive = small, poorly fitted or top-dose-only effect, or effect the other way, or a change in a side signal; inactive = no such curve, though single readings can be large or run the other way; the % refers to the signal ratio; also: potency is read from the fitted curve at half-maximal effect; % is scaled to controls: 0 for no effect and ±100 for the full control effect
# Target sequence (Q9NR56 whole entry, looked up): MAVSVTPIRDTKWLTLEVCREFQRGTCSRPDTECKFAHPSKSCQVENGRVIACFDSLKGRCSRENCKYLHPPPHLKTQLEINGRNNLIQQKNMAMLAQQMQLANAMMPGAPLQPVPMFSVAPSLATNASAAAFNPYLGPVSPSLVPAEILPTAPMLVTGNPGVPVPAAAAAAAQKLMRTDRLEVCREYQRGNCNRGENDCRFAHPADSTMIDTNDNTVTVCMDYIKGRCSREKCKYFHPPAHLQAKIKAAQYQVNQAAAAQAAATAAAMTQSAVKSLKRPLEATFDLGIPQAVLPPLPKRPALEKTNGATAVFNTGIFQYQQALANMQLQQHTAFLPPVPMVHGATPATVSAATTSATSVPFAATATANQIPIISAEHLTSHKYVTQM
#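 Ratiometric TR-FRET (665 over 545 nm, excitation 340 nm) tracks disruption of MBNL1-His/biotin-(CUG)12 complex after 60 min at room temperature, with compounds at 92 nM to 58 uM final.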
# * marks the source's active call; other numbers are inactive results; ? = inconclusive; · = no result given; [ ] = remark or other dose. Unless noted, calls follow the shape of the dose curve; as a rule, active = well fitted curve in the direction sought with a large enough effect; inconclusive = small, poorly fitted or top-dose-only effect, or another doubt; inactive = no such curve, though single readings can be large; an effect the other way counts as inactive or inconclusive. Not all compounds are listed; the hit share may differ from the screen's.
compound	TSHR antag	TCR activator	AT treatment	PTAP TSG101 blk	Integrin act MD	MLL CXXC-DNA inh	Mito fusion act	ASM inhibitor	Menin MLL FP TR	MBNL1 CUG block
COc1ccc(OC)c2c1sc(=NC(=O)c1cccc(N3C(=O)CCC3=O)c1)n2C	-11	0%	-8%	-9%	13%	0%	-1%	10%	-22%	?
O=C(CSc1nncn1-c1ccccc1F)NC1CC1	-7	3%	13%	-1%	4%	·	·	-2%	·	·
Cc1[nH]nc2c1C(c1c[nH]c3ccccc13)C(C#N)=C(N)O2 (configuration not stated)	-4	-4%	-19%	0%	19%	-4%	-1%	4%	·	22%
Cc1c(NC(=O)N2CCCCCC2)c(=O)n(-c2ccccc2)n1C	-2	-6%	-6%	-6%	8%	-2%	3%	-3%	-9%	10%
O=C(O)c1ccc2c(c1)c1c3n2CCNC3CCC1 (configuration not stated)	0	8%	10%	2%	0%	16%	7%	-1%	18%	0%
O=C(Cn1cc(C(F)(F)F)cc(Cl)c1=O)Nc1cc(Cl)cc(Cl)c1	-4	-2%	0%	-2%	12%	5%	-6%	-1%	?	10%
Cc1cc(C(=O)OCC(=O)N2c3ccccc3NC(=O)C2(C)C)c(C)n1-c1ccccc1	-15	-5%[46.1 µM]	0%	-1%	-20%	-3%	?	-3%	-7%	-7%
COc1ccc(C)cc1NC(=O)CSc1nnc2ccc(-c3ccccn3)nn12	1	-1%	-2%	-4%	11%	·	10%	3%	·	·
CC1CN(C(=O)c2ccc(-c3cccc(C(F)(F)F)c3)o2)CC(C)O1 (configuration not stated)	-8	-20%	2%	-1%	-2%	·	14%	1%	·	·
COC(=O)c1sc(NC(=O)c2ccc([N+](=O)[O-])o2)c(C#N)c1C	-31	-1%	-1%	-1%	?	0%	2%	-10%	·	?
CCOC(=O)c1nc(Nc2ccc(N3CCOCC3)cc2)c2ccccc2n1	-13	3%	-17%	2%	-1%	-3%	-5%	-4%	4%	?
Cc1cccnc1NC(=O)CCc1c[nH]c2ccccc12	-5	1%	-1%	-10%	19%	2%	2%	3%	·	-5%
COc1ccc(OCC(=O)N2CCc3c([nH]c4ccccc34)C2c2ccccn2)cc1 (configuration not stated)	-3	4%	-9%	-6%	0%	-10%	5%	-5%	7%	7%
Cc1ccc(-n2c(C)cc(C(=O)COC(=O)c3ccc[nH]c3=O)c2C)cc1	-18	-3%[46.1 µM]	1%	-4%	-10%	1%	18%	-5%	-9%	1%
CC1CN(N=Cc2ccc([N+](=O)[O-])o2)C(=N)O1 (configuration not stated)	·	4%	·	-8%	-34%	·	·	-1%	·	·
CCOc1ccc(C(=O)Nc2c(C(=O)N3CCC(N4CCCCC4)CC3)oc3ccccc23)cc1	-5	2%	-3%	0%	-46%[inhibitor]	12%	-4%	5%	·	2%
Cc1[nH]c(-c2ccc(F)cc2)cc1C(=O)N1CCN(c2ccccc2)CC1	-3	6%	1%	-2%	?	8%	33%	-14%	-2%	1%
O=C(NC(=S)NCc1cccnc1)c1ccccc1F	-11	-3%	-2%	-6%	5%	15%	3%	3%	-13%	-2%
NS(=O)(=O)c1cccc(NS(=O)(=O)c2ccc(/C=C/C(=O)OCC(=O)c3ccc(Br)cc3)cc2)c1	-13	3%	9%	-1%	-7%	-13%	-3%	-9%	28µM*	11%
O=C(CN1c2cccc3cccc(c23)S1(=O)=O)NCc1ccc(F)cc1	-4	2%	6%	-7%	16%	·	·	28%	·	·
CC(=O)n1ccnc1	-4	-2%	8%	0%	·	1%	2%	0%	9%	-2%
CC(C)(C)OC(=O)C[C@H]1C/C=C\C[C@@H](CC(=O)NCCO)C(=O)N[C@H](Cc2ccccc2)COC1=O	6	-4%	0%	0%	13%	·	·	0%	·	·
CC1(C)Cc2cccc(OCC(=O)Nc3cc(C(F)(F)F)ccc3N3CCOCC3)c2O1	-36	1%	1%	-3%	2%	8%	1%	-4%	-6%	-7%
Cc1ccc(-c2nnc(SCC(=O)N/N=C/c3ccc(C)s3)n2-c2ccc(C)cc2)cc1	-4	-6%[46.1 µM]	13%	-1%	15%	-5%	2%	-2%	1%	-1%
Nc1ccccc1SCC(=O)N1CCc2ccccc21	-4	-3%	8%	-3%	15%	-3%	2%	-5%	?	-3%

# Compound profiles, as listed above.
# COc1ccc(C)cc1NC(=O)CSc1nnc2ccc(-c3ccccn3)nn12 is listed as TSHR antag: 1; TCR activator: -1%; AT treatment: -2%; PTAP TSG101 blk: -4%; Integrin act MD: 11%; MLL CXXC-DNA inh: ·; Mito fusion act: 10%; ASM inhibitor: 3%; Menin MLL FP TR: ·; MBNL1 CUG block: ·
# Nc1ccccc1SCC(=O)N1CCc2ccccc21 is listed as TSHR antag: -4; TCR activator: -3%; AT treatment: 8%; PTAP TSG101 blk: -3%; Integrin act MD: 15%; MLL CXXC-DNA inh: -3%; Mito fusion act: 2%; ASM inhibitor: -5%; Menin MLL FP TR: ?; MBNL1 CUG block: -3%

# (more compounds)
compound	TSHR antag	TCR activator	AT treatment	PTAP TSG101 blk	Integrin act MD	MLL CXXC-DNA inh	Mito fusion act	ASM inhibitor	Menin MLL FP TR	MBNL1 CUG block
CCOC(=O)c1oc2ccccc2c1NC(=O)c1ccc(S(=O)(=O)N2CCCC2)cc1	-7	-3%	7%	-2%	-26%	2%	0%	8%	-6%	6%
CC(C)c1ccc(NC(=O)COC(=O)c2cc(=O)[nH]c3ccccc23)cc1	-4	5%	-3%	-1%	-18%	·	-1%	-6%	·	·
O=C1CC2CS(=O)(=O)CC2N1c1ccc(Oc2ccccc2)cc1 (configuration not stated)	11	1%	-4%	-5%	10%	0%	7%	-1%	5%	-4%
O=C(Nc1ccc(N2C(=O)C3C4C=CC(C4)C3C2=O)cc1Cl)c1cccs1 (configuration not stated)	-8	-2%	-10%	2%	19%	-2%	2%	-1%	6%	0%
O=C(CCNC(=O)c1ccccc1)NNC(=O)COc1ccccc1Cl	-5	1%	-4%	0%	-4%	·	·	0%	·	·
CC(C)(C)C(=O)Nc1ccc(-c2cn3ccsc3n2)cc1	18	-38%	7%	-2%	20%	7%	-3%	4%	10%	4%
COc1ccc(/C=N/OCC(=O)N2CCCC2)c(OC)c1	11	0%	12%	1%	-12%	2%	-1%	-7%	5%	0%
CCN(c1ccccc1)S(=O)(=O)c1cc(C(=O)NCc2ccco2)ccc1C	-2	-3%	-1%	-2%	-25%	·	11%	2%	·	·
CCOC(=O)[C@H]1[C@H]2COc3ccc(C)cc3[C@@H]2N2C(=O)c3ccc(F)cc3NC(=O)[C@@]12C	-17	-5%	-2%	-2%	1%	·	7%	2%	·	·
O=C(CSc1nc(-c2ccc(F)cc2)cc(C(F)(F)F)n1)Nc1ccc2c(c1)OCO2	14	0%[46.1 µM]	5%	-5%	0%	-6%	1%	-1%	6%	-10%
CSCCC(NC(=O)c1ccc([N+](=O)[O-])cc1Cl)C(=O)OCC(=O)NC(=O)CN1CCCC1=O (configuration not stated)	1	0%	-3%	-3%	21%	·	-2%	6%	·	·
COc1ccc(C(=O)NN2C(=O)C3CCC(C)(C2=O)C3(C)C)cc1 (configuration not stated)	10	·	0%	·	14%	-9%	2%	3%	19%	-3%
Cc1ccc(CNCCCSc2ncccn2)cc1	16	-5%	2%	-2%	0%	2%	6%	3%	-3%	-1%
CCCCn1nc2cc(C(=O)NCc3cc(C(F)(F)F)cc(C(F)(F)F)c3)ccc2c1OC	-4	-1%	9%	3%	2%	-3%	-1%	64%[activator]	-18%	-15%
O=C(Nc1sc2c(c1C(=O)O)CCC2)c1ccco1	-25	5%	8%	-1%	18%	-4%	4%	0%	?	-6%
O=C(c1nc2ccc(Cl)cn2c1CN1CCCC(CO)C1)N1CCc2ccccc2C1 (configuration not stated)	2	2%	1%	0%	-4%	?	1%	-4%	?	-16%

# Printed as active in Menin MLL FP TR, among the entries above:
canonical_smiles	TSHR antag	TCR activator	PTAP TSG101 blk	Integrin act MD	MLL CXXC-DNA inh	ASM inhibitor	Menin MLL FP TR	MBNL1 CUG block
NS(=O)(=O)c1cccc(NS(=O)(=O)c2ccc(/C=C/C(=O)OCC(=O)c3ccc(Br)cc3)cc2)c1	-13	3%	-1%	-7%	-13%	-9%	28µM*	11%
